BaF3 parental = reduces parental Ba/F3 cell viability, JAK2V617F counter-screen. CellTiter-Glo ATP luminescence. inhibition, % at 5.6 µM. actives 1.1% (n = 220,000);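 active = inhibition above a per-campaign cutoff, the mean inhibition of all tested compounds plus 3 SD, cut at about 27% in these data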;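 note: 0% = DMSO wells and 100% = JAK Inhibitor I control wells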
NPY2 pot ag = potentiates or activates human NPY-Y2 receptor. actives 0.45% (n = 220,000). P49146. AID 1359. cells expressing NPY-Y2, potentiator/agonist read-out. activation, % at 3.6 µM; in the data active = activation above about 27%;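 note: cells stimulated with NPY near EC25 plus isoproterenol at EC100; 0% = vehicle plus submaximal agonist and 100% = vehicle plus saturating agonist; some results beyond the cut were filed as inactive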
Target sequence (P49146 whole entry, looked up): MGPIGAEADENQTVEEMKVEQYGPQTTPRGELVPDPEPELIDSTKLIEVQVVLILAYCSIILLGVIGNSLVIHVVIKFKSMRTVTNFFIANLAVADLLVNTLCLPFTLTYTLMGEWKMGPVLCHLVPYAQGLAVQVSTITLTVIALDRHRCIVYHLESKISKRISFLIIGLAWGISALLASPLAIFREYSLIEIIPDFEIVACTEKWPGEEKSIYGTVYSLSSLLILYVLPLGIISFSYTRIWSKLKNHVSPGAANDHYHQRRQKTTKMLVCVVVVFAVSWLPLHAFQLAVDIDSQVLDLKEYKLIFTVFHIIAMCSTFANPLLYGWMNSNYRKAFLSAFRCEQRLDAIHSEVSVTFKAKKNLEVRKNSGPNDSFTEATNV
NCF1 inh = p47phox (human) inhibition; P14598; p47phox/p22phox peptide binding, fluorescence polarization, 2 h; inhibition, % at 24.7 µM; actives 0.53% (n = 220,000); AID 1274;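 active = inhibition above about 30%, limit read from the data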;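 note: 0% = p47phox with labelled peptide and 100% = labelled peptide alone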
NPY1 pot ag = human NPY-Y1 potentiation or agonism, primary screen. AID 1304. activation, % at 3.6 µM. NPY-Y1 expressing cells, potentiator/agonist activation. P25929. actives 0.37% (n = 220,000); in the data active = activation above about 33%, passing the limit was not always enough;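 note: cells stimulated with NPY at EC10 then isoproterenol at EC100; 0% = low agonist plus stimulus and 100% = saturating agonist plus stimulus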
NPY-Y1 antag = NPY-Y1 (human) receptor antagonism. actives 1% (n = 200,000). HEK293-CNG Y1 cells, membrane potential fluorescence; NPY at EC95, then isoproterenol. inhibition, % at 3.6 µM. P25929;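 active = inhibition above the campaign mean inhibition of all tested compounds plus 3 SD, cut at about 20% in these data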;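 note: 0% = DMSO wells given NPY plus isoproterenol and 100% = isoproterenol alone without NPY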
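Assay system: HEK293 Y1/CNG channel cell line; Doses: single compound dose of 3.6 µM, 0.4% DMSO; Timing: dye 3 h, compound 60 min room temperature, stimulation 45 min; Technique: Membrane-potential fluorescent dye readout; Measure: % inhibition of NPY effect.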
S1P4 ag = agonists of human S1P4 receptor | activation, % at 4.98 µM | S1P4-expressing cell line, agonist reporter assay | AID 1509 | actives 0.35% (n = 220,000) | O95977; in the data active = activation above about 11%;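 note: 0% = DMSO vehicle and 100% = reference agonist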
Target sequence (O95977 whole entry, looked up): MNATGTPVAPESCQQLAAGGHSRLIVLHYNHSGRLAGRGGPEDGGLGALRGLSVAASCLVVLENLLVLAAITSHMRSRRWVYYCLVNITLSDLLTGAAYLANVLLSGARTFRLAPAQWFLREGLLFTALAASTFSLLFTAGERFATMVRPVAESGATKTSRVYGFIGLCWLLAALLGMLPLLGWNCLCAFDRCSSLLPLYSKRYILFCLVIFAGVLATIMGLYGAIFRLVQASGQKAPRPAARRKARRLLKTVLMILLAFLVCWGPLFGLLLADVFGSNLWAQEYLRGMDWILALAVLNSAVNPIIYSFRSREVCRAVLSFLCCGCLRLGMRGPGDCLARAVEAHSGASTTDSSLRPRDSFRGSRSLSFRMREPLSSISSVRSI
CHOP inhibitor = blocks CHOP induction under ER stress; CHO-K1 CHOP-promoter luciferase, tunicamycin-induced, 15-18 h; inhibition, % at 10 µM; actives 3.8% (n = 220,000);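 active = compounds that reduced the stress-induced luciferase reporter signal by more than about 70% of percent inhibition, limit read from the data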;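 note: 0% = tunicamycin plus vehicle and 100% = wells without tunicamycin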
Ba/F3 V617F tox = lowers viability of Ba/F3 cells expressing EpoR and JAK2V617F | ATP luminescence | inhibition, % at 5.6 µM | actives 1.1% (n = 220,000);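 active = inhibition above the campaign mean plus 3 SD over all tested compounds, cut at about 24% in these data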;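 note: cytokine-independent growth of Ba/F3 cells driven by EpoR plus mutant JAK2; 0% = DMSO-treated cells and 100% = JAK inhibitor I control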
S1P4 antag = blocks the human S1P4 receptor | inhibition, % at 4.98 µM | actives 0.26% (n = 220,000) | O95977 | S1P4-expressing cells, antagonist mode, reporter read-out | AID 1510; in the data active = inhibition above about 29%;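 note: 0% = wells stimulated with agonist and 100% = vehicle wells without agonist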
* = called active by the depositor; x = no result given.

SMILES	BaF3 parental	NPY2 pot ag	NCF1 inh	NPY1 pot ag	NPY-Y1 antag	S1P4 ag	CHOP inhibitor	Ba/F3 V617F tox	S1P4 antag
Cc1cccc2c(=O)cc(C)n(CC(N)=O)c12	3	-10	-8	7	x	-0.8	10	-6	-1
CC1(C)CC=C(NNC(=O)c2cccnc2)C(=O)C1	-1	-11	-6	18	9	0.8	1	0	18
O=C(C1CCCN(Cc2ccccc2)C1)N1CCc2ccccc2C1 (centres undefined)	2	4	-7	-10	-1	2.3	13	-3	-24
CCNc1nc(NCC)nc(N/N=C/c2ccc(O)c(OC)c2)n1	-3	-15	-17	-7	x	-1.1	-6	-3	4
CCOC(=O)N1CCN(CC(=O)Nc2cc(OC)c(OC)cc2C#N)CC1	2	7	-5	-4	-1	-1.2	3	2	-1
CCOC(=O)C1CCCN(S(=O)(=O)c2cc(OCC(=O)NC3CCCCC3)c(C)cc2Cl)C1 (centres undefined)	3	7	12	0	-5	-2.2	29	-2	-4
O=C(C[N+]1(CC#Cc2ccccc2)CCOCC1)c1ccc(Cl)cc1	5	-20	8	-26	5	0.5	-15	6	-15
O=C(NCC(c1cccnc1)N1CCN(c2ccccc2)CC1)c1ccco1 (centres undefined)	2	4	x	-16	-5	0.2	x	-1	-16
COc1ccccc1CNC(=O)CCc1nc2ccccc2c(=O)[nH]1	1	3	-17	-7	4	-0.3	-15	-1	-4
O=[N+]([O-])c1cc(C=Nc2ccc3ccccc3c2)ccc1Br	9	-5	-12	13	2	0.2	11	-1	3

Copied from the list.
`O=[N+]([O-])c1cc(C=Nc2ccc3ccccc3c2)ccc1Br` – Ba/F3 V617F tox: -1
`Cc1cccc2c(=O)cc(C)n(CC(N)=O)c12` – NPY1 pot ag: 7

Continued:
SMILES	BaF3 parental	NPY2 pot ag	NCF1 inh	NPY1 pot ag	NPY-Y1 antag	S1P4 ag	CHOP inhibitor	Ba/F3 V617F tox	S1P4 antag
C/C(=N\OC(=O)c1cccc(C(F)(F)F)c1)c1sc(-c2ccccc2)nc1C	-1	-15	-2	-1	-3	-1.9	48	1	12
COc1ccc(NC(=O)c2oc3ccccc3c2NC(=O)C2CC2)cc1	2	14	5	-3	2	0.9	23	-3	6
O=C(NCC1CCCO1)C(=O)N/N=C/c1ccccc1C(=O)O (centres undefined)	1	12	2	5	0	0.8	-2	-5	-9
Cc1cc(C)c(C)c(S(=O)(=O)N2CCN(C(=S)NCC3CCCO3)CC2)c1C (centres undefined)	3	9	13	3	-3	0.7	57	-4	-9
COc1ccccc1CCc1nnc(CCC(=O)NC(C)Cc2cccnc2)o1 (centres undefined)	-1	9	12	-14	-1	-2.4	-1	-2	5
CCOC(=O)c1nc(C)sc1-c1ccnn1S(=O)(=O)c1ccc(C)cc1	-1	-7	-6	5	x	1.4	8	-5	3
CCOc1cc(NC(=O)c2cccs2)c(OCC)cc1NC(=O)CCC(=O)NCC1CCCO1 (centres undefined)	2	6	-6	-10	-2	-2.3	7	-3	10
Cc1no[n+]([O-])c1COc1cccc(/C=C2\N=C(c3ccccc3)OC2=O)c1	3	5	3	-5	0	0.3	27	2	-24
COc1ccc2[nH]c(C)c(CCNC(=S)Nc3ccccc3C)c2c1	9	-4	-13	-2	-1	-1.9	8	0	7
COc1nc(-c2ccc(Cl)cc2)nnc1C	5	-1	-7	-6	1	1.6	17	1	10

Compounds from the list above with an NH in an aromatic ring, in the order listed:
SMILES	BaF3 parental	NPY2 pot ag	NCF1 inh	NPY1 pot ag	NPY-Y1 antag	S1P4 ag	CHOP inhibitor	Ba/F3 V617F tox	S1P4 antag
COc1ccccc1CNC(=O)CCc1nc2ccccc2c(=O)[nH]1	1	3	-17	-7	4	-0.3	-15	-1	-4
COc1ccc2[nH]c(C)c(CCNC(=S)Nc3ccccc3C)c2c1	9	-4	-13	-2	-1	-1.9	8	0	7

New compounds follow
SMILES	BaF3 parental	NPY2 pot ag	NCF1 inh	NPY1 pot ag	NPY-Y1 antag	S1P4 ag	CHOP inhibitor	Ba/F3 V617F tox	S1P4 antag
CCc1c(O)nc(SCc2nc3ccccc3c(=O)[nH]2)[nH]c1=O	1	-2	1	-1	-1	0.2	10	-2	-1
COC(=O)c1sc(=S)n(-c2ccccc2OC)c1N	3	17	-17	14	-4	-1.2	-18	0	-12
Cc1ccccc1NS(=O)(=O)c1cc(C(=O)N2CCc3ccccc3C2)ccc1C	5	-1	4	5	8	1.7	6	0	-6
C=C(C)C(=O)OC1(C(F)(F)F)Oc2cc(C)ccc2NC1=O (centres undefined)	0	4	-10	5	-3	0.2	109*	2	-4
COC(=O)CC(NC(=O)C1CC1)c1ccc2c(c1)OCO2 (centres undefined)	9	8	13	3	0	2.9	7	2	-13
Cc1ccc(C(=O)NC(=S)NCC2CCCO2)cc1 (centres undefined)	2	-17	-2	-12	2	-1.0	-9	3	2
N#C/C(=C/Nc1ccccc1)c1ccsc1	6	2	-15	-12	-6	-1.4	28	-1	0
COc1ccc(NC(=S)NCCCc2ccccc2)cc1	3	-9	-6	-6	2	-1.5	24	-3	-8
C=CCSc1nc2sc3c(c2c(=O)[nH]1)CCC3	5	9	-10	25	3	-0.2	-4	-2	-21
CCCCC(=O)OCc1nc2ccccc2s1	2	4	2	10	-4	-1.8	19	-6	-3
Cc1cc(/C=N/NC(=O)c2ccncc2)c(C)n1-c1cccc(C(F)(F)F)c1	6	-9	-5	15	x	0.7	-13	5	9
COc1cccc(C(=O)NC(c2ccccc2)C2CCCC2)c1 (centres undefined)	10	-9	-8	7	22*	1.4	24	3	9
N#Cc1cc(C(=O)c2cc(F)ccc2O)cn(Cc2ccccc2)c1=O	2	23	-6	4	3	1.6	14	-2	-5
COc1ccc(/C=N/O)cc1COc1ccc(NC(C)=O)cc1	5	-5	8	-12	-2	0.1	27	-2	-8
N#C/C(C(=O)NCc1ccccc1)=C1/SC(Cc2ccc(Cl)cc2)C(=O)N1c1ccccc1 (centres undefined)	2	-13	-20	10	-5	-0.7	-14	1	-5
COc1ccc(C(=O)N2CCC(O)(c3ccc(F)cc3)CC2)cc1OC	1	6	10	0	4	0.4	-8	2	1
Cc1noc(C)c1COC(=O)CCc1ccc(S(=O)(=O)N2CCCCC2)cc1	9	11	-13	-8	-9	-0.2	34	1	7
Cc1ccccc1-n1c(-c2ccc(=O)[nH]n2)n[nH]c1=S	5	-2	-3	7	6	-0.4	-2	2	-12
CN(C)C(CNC(=O)NC1CCCCC1)c1cccnc1 (centres undefined)	1	-1	-4	-7	-3	2.2	-1	1	-8
Cc1ccccc1NC(=O)C1CCCN(S(=O)(=O)c2cccc3cccnc23)C1 (centres undefined)	3	-9	-12	8	96*	-0.8	47	2	11
Cn1c(=O)n(C/C=C/c2ccccc2)c(=O)c2c1nc1n2CCCN1c1ccc(F)cc1	2	4	-3	-1	0	-0.1	64	-3	-10
Cc1cc2nc(=O)c(/C=C3\C=Nc4ccccc43)c(N)n2o1	0	-10	-42	-6	x	-0.5	-14	3	4
COc1ccc(S(=O)(=O)n2nc(-n3c(C)ccc3C)c3c(F)cccc32)cc1OC	8	-7	-33	0	x	-0.6	15	-1	4
O=C(NCCc1ccccc1)C1CCN(S(=O)(=O)c2cccnc2)CC1	9	-4	-18	-4	-2	-2.5	21	3	-9
Cc1cc(C)n(-c2cc(Cl)cc(Cl)c2)c(=O)c1C#N	6	-3	-1	8	9	-1.7	20	2	-28
Cc1ccc(C(=O)/C=C/Nc2ccc3c(c2)OCO3)cc1	3	5	-4	-12	6	1.0	44	4	-13
Cc1cc(C)c(CSc2ncnc3nc[nH]c23)c(C)c1	4	-19	-3	-36	14	1.4	9	0	-10
CCc1nn2cc(C(=O)c3cc(Cl)ccc3O)cnc2c1-c1ccc(F)cc1	8	9	9	-18	3	-1.5	28	-5	-25
COc1cccc(-c2c3c([nH]c(=O)c2C#N)CCc2cc(OC)ccc2-3)c1	-1	13	5	-9	x	0.7	-4	0	1
CN(C)S(=O)(=O)c1cccc(NC(=O)CN2C(=O)NC(CCc3ccccc3)C2=O)c1 (centres undefined)	7	7	-11	-2	3	0.8	12	2	-12
CCc1nnc(NC(=O)CSc2nnc(-c3ccc(NS(=O)(=O)c4ccccc4)cc3)o2)s1	-2	-1	-14	-1	-8	1.8	-11	-4	-3
CCNC(=O)CN(C1CCCCC1)S(=O)(=O)c1ccc(F)cc1	1	14	-6	8	4	0.8	-14	-1	-13
COCCNC(=O)CS(=O)(=O)Cc1nc(-c2ccc(C)cc2)oc1C	4	14	-21	5	3	-0.5	32	-5	-14
CCn1c(CNC(C)=O)nnc1SCC(=O)c1ccc(Br)cc1	2	-14	-15	-9	1	-1.3	13	1	-30
COc1ccc(C(=O)COC(=O)C(CCCCN2C(=O)C3C4C=CC(C4)C3C2=O)N2C(=O)C3C4C=CC(C4)C3C2=O)cc1 (centres undefined)	1	-4	1	-44	-4	-2.6	0	-1	-11
O=C(NC1CCCC1)c1ccccc1-c1ccccc1	8	-11	8	-36	3	2.3	18	7	-13
O=C(O)c1ccc(C(=O)Nc2cccc(NC(=O)C3CCCO3)c2)cc1 (centres undefined)	5	-7	-6	5	-4	-0.5	9	-4	2
Cc1cccc(C(=O)NC(=S)NNC(=O)COc2ccc(Cl)cc2)c1	5	-12	-8	-2	-3	1.6	54	1	-21
CCC(C)NC(=S)Nc1ccccc1OC (centres undefined)	9	-3	8	3	2	-3.0	-19	1	-16
CCC(/C=N/NC(=O)c1ccccc1F)CC	6	-6	-9	6	0	1.6	8	-1	-8

Some entries already given, limited to S1P4 antag.
SMILES | S1P4 antag
CC1(C)CC=C(NNC(=O)c2cccnc2)C(=O)C1 | 18
O=C(O)c1ccc(C(=O)Nc2cccc(NC(=O)C3CCCO3)c2)cc1 (centres undefined) | 2
CCc1c(O)nc(SCc2nc3ccccc3c(=O)[nH]2)[nH]c1=O | -1

Going on with the list:
SMILES	BaF3 parental	NPY2 pot ag	NCF1 inh	NPY1 pot ag	NPY-Y1 antag	S1P4 ag	CHOP inhibitor	Ba/F3 V617F tox	S1P4 antag
O=C(c1ccc(F)cc1)N(C(=O)c1ccc(F)cc1)c1ncccn1	2	0	1	7	0	-2.5	12	-2	2
O=[N+]([O-])c1ccc(N2CCN(CCOc3nonc3-c3ccccc3)CC2)c(Cl)c1	7	-8	-6	-1	1	-0.9	38	-1	-4
O=C(CSc1nnc(-c2cccnc2)n1Cc1ccco1)N1CCc2ccccc21	3	-12	8	-11	5	0.0	28	3	-3
CCCCNc1cc(Cl)nc(N)n1	-1	3	1	2	x	-0.1	11	-5	10
CC1CCN(CC(=O)Nc2ccc(N3CCCCCC3)cc2)CC1	2	15	-4	25	5	-0.3	29	1	3
COc1cccc(CC(NC(C)=O)C(=O)NC2CCN(S(=O)(=O)c3ccc(NC(C)=O)cc3)CC2)c1 (centres undefined)	10	-10	3	6	-8	-1.3	21	-1	0
CC(C)NC(=O)C1CCN(C(=O)c2cc3sccc3n2Cc2ccc(F)cc2)CC1	0	17	1	29	-7	16*	51	-3	2
COc1ccc(-c2nc3nc(C)cc(C)n3n2)cc1	5	-10	8	1	0	-2.1	-7	-2	7
Cc1ccc(C(=O)CSc2nnc(-c3cccnc3)n2N)cc1	11	2	-4	-21	2	-0.8	21	1	-9
CCOc1ccc(C2CC(c3ccc(Br)cc3)Nc3nc(N)nn32)cc1 (centres undefined)	5	3	x	-7	3	-4.0	x	1	-6
O=C(Nc1sc2c(c1-c1nc3ccccc3[nH]1)CCCC2)C1CC1	1	30*	-34	26	-14	-0.6	80*	-3	-1
CC(=O)c1ccccc1NC(=O)COC(=O)c1ccc2c(c1)nc(C)n2-c1ccccc1	6	-3	-16	-15	-1	2.1	46	-3	-10
COCCN(C(=S)Nc1ccc(OC)cc1)C1CCN(C(C)C)CC1	5	-1	-18	5	1	-1.4	-2	-3	-22
CCS(=O)(=O)N1CCCC(C(=O)NCc2cccc(OC)c2)C1 (centres undefined)	4	-11	-6	-8	4	-1.4	28	2	-6
